Screening data from PubChem.
CCHF vOTU inh – CCHFV vOTU protease inhibition; 370,000 compounds, 0.55% hits; Pep-AMC fluorescence; inhibition, % at 11.5 µM; in the data active means inhibition above about 30%; further: 0% = vehicle wells with enzyme and 100% = no enzyme wells
MazF activator – MazEF (E. coli) toxin RNase activation; P0AE70; activation, % at 20 µM; AID 504720; FAM/BHQ RNA-DNA oligo cleavage fluorescence, 5 h; 350,000 compounds, 0.32% hits; in the data active means activation above about 50%
Target sequence (P0AE70 whole entry, looked up): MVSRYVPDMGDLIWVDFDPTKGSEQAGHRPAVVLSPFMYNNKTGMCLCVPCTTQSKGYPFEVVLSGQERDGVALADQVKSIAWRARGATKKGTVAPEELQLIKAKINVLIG
BoNT F protease – blocks Botulinum neurotoxin F light chain protease; 360,000 compounds, 0.22% hits; inhibition, % at 10 µM; Multiplex microsphere protease cleavage assay, flow cytometry; AID 588497; in the data active means inhibition above about 35%, passing the limit was not always enough; inconclusive means no clear call, values can overlap the other calls; further: plate controls were buffer without enzyme for full effect and enzyme alone for no effect
BoNT A protease – blocks Botulinum neurotoxin A light chain protease | multiplex microsphere protease substrate cleavage, flow cytometry | inhibition, % at 10 µM | 360,000 compounds, 0.17% hits | AID 588499; further: plate controls were buffer without enzyme for full effect and enzyme alone for no effect
VHR inh abs – DUSP3 (human) phosphatase inhibition; P51452; recombinant VHR phosphatase, pNPP absorbance; inhibition, % at 13.3 µM; 290,000 compounds, 0.52% hits; AID 1654; in the data active means inhibition above about 50%; further: some compounds called inactive have numbers as strong as hits
Target sequence (P51452 whole entry, looked up): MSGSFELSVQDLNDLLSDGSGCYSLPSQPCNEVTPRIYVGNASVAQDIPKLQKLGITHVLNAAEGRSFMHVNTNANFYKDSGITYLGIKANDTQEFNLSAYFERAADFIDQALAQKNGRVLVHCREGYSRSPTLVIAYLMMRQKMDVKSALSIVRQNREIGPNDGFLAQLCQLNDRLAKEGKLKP
3CLpro inhibitor – SARS-CoV 3CLpro protease inhibition; P0C6X7; inhibition, % at 6 µM; 290,000 compounds, 0.14% hits; recombinant SARS-CoV 3CLpro, quenched FRET peptide cleavage; in the data active means inhibition above about 12%
Anthrax LF inh2 – inhibitors of Bacillus anthracis lethal factor protease. P15917. multiplex microsphere protease cleavage assay, LF. inhibition, % at 10 µM. 360,000 compounds, 0.12% hits. AID 588501; further: plate controls were buffer without enzyme for full effect and enzyme alone for no effect
Target sequence (P15917 whole entry, looked up): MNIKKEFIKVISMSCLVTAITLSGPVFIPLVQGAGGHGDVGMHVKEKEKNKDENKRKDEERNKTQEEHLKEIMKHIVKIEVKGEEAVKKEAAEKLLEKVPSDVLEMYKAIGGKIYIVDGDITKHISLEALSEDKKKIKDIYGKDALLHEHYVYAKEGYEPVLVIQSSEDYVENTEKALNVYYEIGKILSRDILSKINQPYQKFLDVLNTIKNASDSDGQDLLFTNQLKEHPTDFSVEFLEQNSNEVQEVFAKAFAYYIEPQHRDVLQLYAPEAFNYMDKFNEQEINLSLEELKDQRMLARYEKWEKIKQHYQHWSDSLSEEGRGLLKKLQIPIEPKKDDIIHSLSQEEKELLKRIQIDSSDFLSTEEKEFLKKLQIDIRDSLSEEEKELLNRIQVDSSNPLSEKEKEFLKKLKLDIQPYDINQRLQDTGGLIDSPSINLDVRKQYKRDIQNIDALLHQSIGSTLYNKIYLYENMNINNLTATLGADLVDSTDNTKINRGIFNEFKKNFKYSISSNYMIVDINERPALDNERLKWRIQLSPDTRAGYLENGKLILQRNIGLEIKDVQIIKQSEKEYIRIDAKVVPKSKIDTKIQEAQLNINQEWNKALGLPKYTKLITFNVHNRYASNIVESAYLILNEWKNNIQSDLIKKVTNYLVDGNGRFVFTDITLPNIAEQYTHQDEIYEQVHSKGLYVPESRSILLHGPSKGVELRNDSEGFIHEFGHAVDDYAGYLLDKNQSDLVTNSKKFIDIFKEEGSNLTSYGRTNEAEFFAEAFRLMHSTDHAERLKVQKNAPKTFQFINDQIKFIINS
Rv3671c protease – inhibitors of M. tuberculosis serine protease Rv3671c; 320,000 compounds, 0.048% hits; inhibition, % at 5.96 µM; AID 2606; P9WHR9; in the data active means inhibition above about 38%;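 further: extracellular domain of Rv3671c used as enzyme; 0% = enzyme with DMSO and 100% = no enzyme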
PrPC surface inh – reduces human prion protein on the cell surface | P04156 | cell surface PrPC, TR-FRET read-out | inhibition, % at 13.8 µM | 370,000 compounds, 0.43% hits | AID 720596; in the data active means inhibition above about 24%; further: 0% = median of the test wells and 100% = reference compound wells
SSB-PriA inh – K. pneumoniae PriA-SSBct interaction inhibition; 430,000 compounds, 0.6% hits; inhibition, % at 33 µM; AlphaScreen SSBct-PriA binding, biotinylated peptide; in the data active means inhibition mostly above about 37%, no sharp cut-off; inactive means mostly below about 20%;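 further: plate controls were negative control peptide for no effect and reference peptide for full effect; strong numbers were not always called active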
Numbers without * were called inactive; i = inactive; ? = inconclusive; . = not tested or not shown. Unless noted, no stated cut-off is given here; in the data, active means inhibition above about 30%; inconclusive means no clear call, values can overlap the other calls; inactive means below that. This is a subset; the hit share may differ from the screen's.

SMILES	CCHF vOTU inh	MazF activator	BoNT F protease	BoNT A protease	VHR inh abs	3CLpro inhibitor	Anthrax LF inh2	Rv3671c protease	PrPC surface inh	SSB-PriA inh
COc1ccccc1NC(=O)c1cnc(Nc2ccccc2OC)c2ccccc12	-34	-11	5	2.1	10	6	4	-7	3	-116
O=C(C1=C[C@H](C2CCCCC2)C[C@H](OCc2ccc(CO)cc2)O1)N1CCN(Cc2ccc3c(c2)OCO3)CC1	.	0	3	-0.2	21	0	3	-5	.	-6
C/C(=N/N=C1/NC(=O)CC(C(=O)O)S1)c1ccccc1 (centres undefined)	0	-4	-2	0.5	0	4	1	0	7	.
Cc1cc(NC(=O)CCC(=O)N(c2ccc(F)cc2)C2(C(=O)NC3CCCCC3)CCCC2)no1	11	-5	1	-0.2	2	-6	-2	-1	-7	-12
NC(=O)COc1c(-c2ccccc2)oc2ccccc2c1=O	0	-3	4	1.2	-2	-2	4	-1	-1	2
CC(=O)c1ccc(N=C2SCCCN2C(=O)C2CCCC2)cc1	-14	-5	0	0.6	2	-1	-1	3	-2	-9
CC(C)N(CC(N)=O)c1ncnc2sc(-c3ccccc3)cc12	-3	9	?	0.6	4	-1	5	4	6	-1
CC1=C(C#N)C(c2ccc(O)cc2)C2=C(CCCC2=O)N1 (centres undefined)	-1	5	-9	-1.6	11	3	-2	-2	-3	-10
O=C(COc1ccc2ccc(=O)oc2c1)NC1CCCC1	-5	-6	0	3.5	-3	-5	-3	-7	-4	-10
COc1ccc(NC(=O)C(C)N2c3cccc4cccc(c34)S2(=O)=O)cc1OC (centres undefined)	2	8	8	2.0	9	-4	0	-10	10	-7
CC1CCCN(S(=O)(=O)c2ccc(C(=O)Nc3nnc(-c4ccccc4Cl)o3)cc2)C1 (centres undefined)	-4	2	10	1.3	6	0	-2	-11	3	4
O=C(NN1C(=O)C2C3C=CC(C4CC34)C2C1=O)c1ccc(Cl)c(Cl)c1 (centres undefined)	-2	6	-2	-0.1	26	2	-1	-7	0	-8
Cc1onc(-c2ccccc2)c1C(=O)N/N=C/C=C/c1ccccc1	25	3	.	.	27	0	.	9	-5	i
COc1cc(NC(=O)c2cc3nc(C4CC4)cc(C(F)(F)F)n3n2)c(OC)cc1Cl	-9	-1	-3	-3.5	35	5	-3	-11	-3	-11
CCCn1nc(C(=O)N2CCN(S(=O)(=O)c3ccc(C)c(C)c3)CC2)c2ccccc2c1=O	2	10	1	1.3	.	.	-5	1	-7	6

3 entries from above, set out differently:
Structure: COc1ccc(NC(=O)C(C)N2c3cccc4cccc(c34)S2(=O)=O)cc1OC (centres undefined)
  CCHF vOTU inh = 2; MazF activator = 8; BoNT F protease = 8; BoNT A protease = 2.0; VHR inh abs = 9; 3CLpro inhibitor = -4; Anthrax LF inh2 = 0; Rv3671c protease = -10; PrPC surface inh = 10; SSB-PriA inh = -7
Structure: Cc1onc(-c2ccccc2)c1C(=O)N/N=C/C=C/c1ccccc1
  CCHF vOTU inh = 25; MazF activator = 3; BoNT F protease = .; BoNT A protease = .; VHR inh abs = 27; 3CLpro inhibitor = 0; Anthrax LF inh2 = .; Rv3671c protease = 9; PrPC surface inh = -5; SSB-PriA inh = i
Structure: COc1ccccc1NC(=O)c1cnc(Nc2ccccc2OC)c2ccccc12
  CCHF vOTU inh = -34; MazF activator = -11; BoNT F protease = 5; BoNT A protease = 2.1; VHR inh abs = 10; 3CLpro inhibitor = 6; Anthrax LF inh2 = 4; Rv3671c protease = -7; PrPC surface inh = 3; SSB-PriA inh = -116

Remaining list, next part
SMILES	CCHF vOTU inh	MazF activator	BoNT F protease	BoNT A protease	VHR inh abs	3CLpro inhibitor	Anthrax LF inh2	Rv3671c protease	PrPC surface inh	SSB-PriA inh
CCC(=O)Nc1ccc2c(c1)nc(CN1CCN(C(C)=O)CC1)n2C	2	2	16	-0.1	40	2	2	3	1	-17
COc1ccc(-c2[nH]ncc2CN(C)CC2CCCCO2)cc1F (centres undefined)	-8	-10	1	0.7	15	-2	2	-3	-22	-9
COc1ccc(CCC(=O)NNC(=O)c2ccc(OC)cc2)cc1	3	8	0	2.3	28	4	3	5	-1	-14
O=[N+]([O-])c1ccccc1S(=O)(=O)Oc1ccc(/C=N/n2cnnc2)cc1	-5	-4	-2	0.1	5	-1	-1	-2	0	.
COCCNc1cc(-c2ccccc2)nc2cc(-c3cccc(F)c3)nn12	-41	7	.	.	21	-3	.	-34	10	-52
CCCSc1nc(=S)n(Cc2ccccc2)c(C)c1C(C)=O	7	-4	-3	-0.8	-10	3	-3	1	8	12
O=c1[nH]c(/C(Cl)=C/c2cccc(C(F)(F)F)c2)nc2cc(Cl)ccc12	16	-16	-7	0.7	7	0	-3	2	9	-1
Oc1cc(O)c(CN2CCOCC2)cc1CN1CCOCC1	13	4	-8	0.0	.	.	0	.	-8	5
CC(NC(=O)CCC(=O)NC(C)C1COc2ccccc2O1)C1COc2ccccc2O1 (centres undefined)	.	2	-5	-0.5	13	4	-2	2	.	-18
CN(C(=O)COC(=O)c1cc(=O)[nH]c2ccccc12)c1ccccc1	5	10	-3	-0.2	.	.	-3	1	-7	-7
O=C1CCC2(CCCC2)c2ccccc21	-12	-6	2	-0.2	.	.	-9	.	2	.
CCOC(=O)CSc1nnc(Cn2c(=O)sc3ccccc32)n1-c1ccccc1C	15	4	-2	0.7	-20	2	-7	6	-2	-9
CCC1SC(CC)C(=O)N(CC(=O)Nc2ccc3c(c2)OCO3)C1=O (centres undefined)	-6	8	-4	1.0	25	7	-1	-7	-7	12
CSc1nc(N)nc(C2CC2)n1	-13	6	.	.	36	1	.	-6	-5	-12
Cc1nnsc1C(=O)NNC(=O)c1cccc2ccccc12	-3	6	?	4.0	4	3	0	-3	-7	-11
COc1ccc(CNS(=O)(=O)c2ccc3c(c2)CCN3C(=O)C2CCC2)cc1	21	12	2	0.6	-22	0	3	-2	-4	8
O=C1CSC(c2ccc(Cl)cc2)N1C1CCCCC1 (centres undefined)	8	-5	9	0.3	7	-7	-4	6	-2	-4
COC(=O)C1=C(c2ccc(F)cc2OCc2ccccc2)C[C@@H]2CC[C@H]1N2C(=O)NCc1ccc(Br)cc1	8	2	-3	-0.7	.	.	4	-22	4	-16
O=C(Nc1cccc(S(=O)(=O)N2CCCCC2)c1)C1CC(=O)N(c2ccc3c(c2)OCCO3)C1 (centres undefined)	14	1	-5	-0.2	14	-3	-4	2	11	7
C#CCOCCOCCOCCNc1nc(N2CCN(C(=O)C(Cc3cc4ccccc4[nH]3)n3cc(C(N)Cc4ccc(O)cc4)nn3)CC2)nc(N2CCN(C(=O)C(CCC(=O)O)n3cc(C(N)C(C)CC)nn3)CC2)n1 (centres undefined)	5	5	-26	-1.1	.	.	-5	7	-13	8
CC(OC(=O)c1c2c(nc3ccccc13)/C(=C\c1ccc3c(c1)OCO3)CCC2)C(=O)Nc1ccc(S(N)(=O)=O)cc1 (centres undefined)	.	165*	4	17	6	-22	4	.	.	8
CCCC(=O)Nc1ccccc1NC(=O)c1ccc(OCC)c(OCC)c1	-12	-7	-4	0.3	13	-2	0	7	-4	-5
CCOC(=O)C1CCCN(C(=O)CCCn2nc(C)n3c(cc4sccc43)c2=O)C1 (centres undefined)	-1	1	-2	-0.1	0	-2	-5	7	8	0
O=C(N/N=C/C=C/c1ccccc1[N+](=O)[O-])c1cc(-c2cccnc2)nc2ccccc12	-11	8	-3	-0.7	30	-3	-1	-55	-5	.
CN1CCN(/N=C/c2ccc(OCc3ccccc3)cc2)CC1	-10	5	?	?	21	-1	-7	2	-3	i
CC(C)c1ccccc1NC(=O)COC(=O)/C=C/c1cccc([N+](=O)[O-])c1	2	11	-1	-0.3	8	0	-2	0	-6	-2
COC(=O)Cc1ccc(NC(=S)NN2CCOCC2)cc1	10	5	-15	-0.5	6	-3	-5	1	9	-18
CC(C)[C@H](NC(=O)C1CCN(S(=O)(=O)c2ccccc2)CC1)C(=O)NCc1ccncc1	13	10	-10	-5.4	-2	-3	-3	3	-5	-14
O=S(=O)(Nc1ccc(-c2ccc3nncn3n2)cc1)c1cc(F)ccc1F	6	5	-29	-13	.	.	-6	-3	-3	-26
Cc1ccc(C(=O)NCc2ccc3c(c2)OCO3)cc1	-7	8	?	0.2	1	4	-13	0	2	-18
Cc1csc2c(N3CCN(C(=O)NC(C)(C)C)CC3)ncnc12	-5	7	3	0.4	4	0	1	2	6	-5
Cc1ccc(-n2ncc3c(=O)[nH]c(SCC(=O)N4CCC(C)CC4)nc32)cc1C	-1	12	6	0.1	2	0	-1	.	2	86*
CC(C)(CO)CNC(=O)c1ccc(OC2CCN(C(=O)C3CC3)CC2)cc1	4	-4	-4	-0.7	17	2	-3	3	4	-6
COc1ccc(NC(=O)Cn2cc(C(=O)c3ccco3)c3ccccc32)cc1	14	4	-3	0.0	-8	2	-3	-26	7	-23
CC[C@]12c3[nH]c4ccc(Cl)cc4c3CCN1C(=O)[C@@H](CC(=O)NCc1ccc(OC)c(OC)c1)C[C@@H]2C(=O)N1CCN(C(=O)C2CC2)CC1	5	12	2	0.5	.	.	0	.	-2	0
Cc1ccccc1OCC(=O)OCC(=O)NC1CCCC1	-16	10	0	-0.9	.	.	-4	.	-1	.
C/C(=N\OC(=O)c1ccccc1F)c1nccs1	-6	3	2	1.8	25	5	-2	4	-1	.
O=C(COC(=O)C1(c2ccccc2F)CCCC1)Nc1ncc(C(F)(F)F)cc1Cl	13	-9	-4	1.2	-2	4	-2	3	3	1
CC1(C(=O)NS(=O)(=O)C2CC2)CCN(C(=O)c2ccccc2OC(F)(F)F)C1 (centres undefined)	5	.	-8	-0.1	.	.	-4	.	4	.
CCn1cc(C(=O)c2cccs2)c2ccccc21	13	1	-4	-3.9	20	3	-9	-3	14	-21
CC1CCC(NC(=O)COC(=O)c2cccnc2Cl)CC1 (centres undefined)	-7	4	-5	-0.6	.	.	-6	2	7	-4
Cc1ccc(C)c(N2CCN(C(=O)c3ccc4nsnc4c3)CC2)c1	-2	0	4	0.9	-15	-3	-2	-1	-13	10
O=C(O)CC(NC(=O)C(c1ccccc1)c1ccccc1)c1cccc([N+](=O)[O-])c1 (centres undefined)	-6	-2	-1	-0.2	18	2	-5	10	-4	-8
O=C(CSc1nc2[nH]ncc2c(=O)n1-c1ccccc1Br)NCc1ccccc1Cl	6	7	-3	-0.8	-7	2	-3	-7	7	-1
COc1ccc(NC(=O)C2C3C=CC(C3)C2C(=O)NCc2ccccn2)c(OC)c1 (centres undefined)	16	3	-16	1.6	9	1	6	-2	15	-6
CCOc1ccc(N(CC(=O)N2CCOCC2)S(=O)(=O)c2ccc(Cl)cc2)cc1	5	-13	2	-1.0	35	-8	0	-6	-4	-2
CCOc1nc(C)cc(COC)c1C(N)=O	-10	9	-5	-0.4	-11	2	-5	3	-7	-1
CCCNC(=O)C1(C)CCCN(C(=O)c2c(C)noc2C)C1 (centres undefined)	-8	.	-1	-0.1	.	.	-3	.	-4	.
O=C(CN1C(=O)NC(c2ccccc2)(c2ccccc2)C1=O)Nc1ccc2[nH]c(=O)[nH]c2c1	5	7	-4	-0.7	23	-2	-7	2	-1	-1
COc1ccc(Cn2nc(C(=O)O)c3ccccc3c2=O)cc1F	9	13	-7	-2.2	-46	-1	-3	-1	-8	-4
Cc1cccc(OCC(=O)N2CCN(Cc3ccc4c(c3)OCO4)CC2)c1	3	-6	4	-0.7	22	5	7	0	2	-11
COc1ccccc1CNC(=O)COC(=O)C12CC3CC(CC(O)(C3)C1)C2	-8	10	1	3.0	.	.	0	-9	-2	0
CSCCC(NC(=O)/C(=C\c1ccco1)NC(=O)c1ccco1)C(=O)O (centres undefined)	13	10	-18	-0.9	-14	-1	10	-6	2	-5
COc1ccccc1C(=O)Nc1cc(C)c(OCC(=O)N2CCOCC2)c(C)c1	6	2	1	0.6	-29	2	-3	1	4	-9
COc1cccc(/C=C2\CC(C)Cc3c2nc2ccccc2c3C(=O)O)c1OC (centres undefined)	21	-2	6	-0.2	-22	-2	-2	-1	5	-2
OCc1nc2ccccc2n1/N=C/c1cccs1	14	-4	?	3.2	17	-1	0	4	4	i
